miR122 inh: inhibitors of miR-122 in Huh7 cells. Huh7 miR-122 Renilla luciferase sensor, 48 h; neutral wells = 0, positive control = 100. activation (reporter increase), % at 12.5 µM. 340,000 tested, 0.3% active. AID 602342;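 active means mean replicate activation score at least 90 and every replicate individually at or above 90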;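 further: higher luciferase means less miR-122 activity so hits act as miR-122 inhibitors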
CFTR F508del cor: CFTR F508del correction in bronchial cells; CFBE cells, YFP halide quenching; stimulated with forskolin plus potentiator P3; % fluorescence drop versus neutral controls; activity (quench increase), % at 7.58 µM; 350,000 tested, 0.36% active; AID 720511;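 active means mean added fluorescence quench of at least 8% versus neutral control, with both replicates also reaching 8%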;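 further: cells transiently co-express mutant CFTR-F508del with the halide-sensitive YFP; corrector assay measuring rescue of mutant channel to the surface after 24 h compound exposure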
* marks the source's active call; other numbers are inactive results; [ ] = remark or other dose.

miR122 inh	CFTR F508del cor	SMILES
-37[16.7 µM]	0.0	C[C@H](NC(=O)C[C@@H]1CC[C@H]2[C@H](COc3ccc(NS(=O)(=O)c4ccc(Cl)cc4)cc3C(=O)N2C)O1)c1ccccc1
1	1.5	C#CCNC(=O)C1=C[C@@H](c2ccc3c(c2)OCO3)C[C@@H](OCc2ccc(CO)cc2)O1
-3[16.7 µM]	2.4	Cc1noc(C)c1NC(=O)Nc1ccc2c(c1)C(=O)N([C@@H](C)CO)C[C@@H](C)[C@@H](CN(C)Cc1ccc(Cl)c(Cl)c1)O2
0	-1.2	N#Cc1ccc(OCC(=O)Nc2ccccc2NS(=O)(=O)c2cccs2)cc1
-5[16.7 µM]	-0.4	O=C(c1cccc(F)c1)N1CC[C@@H]2[C@H]1c1cc(-c3ccccc3F)ccc1N[C@@H]2CO
8[16.7 µM]	-1.2	CN1C(=O)c2cc(NC(=O)c3cccc(Cl)c3)ccc2OC[C@H]2O[C@@H](CC(=O)NC3CCCCC3)CC[C@H]21
-5[16.7 µM]	-1.5	CO[C@H]1CN(C)C(=O)c2cc(NS(C)(=O)=O)ccc2OC[C@@H](C)N(Cc2ccccn2)C[C@H]1C
-4[16.7 µM]	-0.6	Cc1noc(C)c1NC(=O)Nc1ccc2c(c1)C(=O)N([C@@H](C)CO)C[C@@H](C)[C@@H](CN(C)S(=O)(=O)c1ccccc1)O2

Entries of single compounds, quoted from the list. Order of values: miR122 inh | CFTR F508del cor
Cc1noc(C)c1NC(=O)Nc1ccc2c(c1)C(=O)N([C@@H](C)CO)C[C@@H](C)[C@@H](CN(C)Cc1ccc(Cl)c(Cl)c1)O2 in the list: -3[16.7 µM] | 2.4
CN1C(=O)c2cc(NC(=O)c3cccc(Cl)c3)ccc2OC[C@H]2O[C@@H](CC(=O)NC3CCCCC3)CC[C@H]21 in the list: 8[16.7 µM] | -1.2
CO[C@H]1CN(C)C(=O)c2cc(NS(C)(=O)=O)ccc2OC[C@@H](C)N(Cc2ccccn2)C[C@H]1C in the list: -5[16.7 µM] | -1.5
N#Cc1ccc(OCC(=O)Nc2ccccc2NS(=O)(=O)c2cccs2)cc1 in the list: 0 | -1.2
O=C(c1cccc(F)c1)N1CC[C@@H]2[C@H]1c1cc(-c3ccccc3F)ccc1N[C@@H]2CO in the list: -5[16.7 µM] | -0.4

Later entries.
miR122 inh	CFTR F508del cor	SMILES
-5[16.7 µM]	-1.6	C[C@H]1CN([C@@H](C)CO)C(=O)Cc2cc(NC(=O)CCCCCC(=O)Nc3ccccc3N)ccc2O[C@H]1CN(C)S(=O)(=O)c1ccc(Cl)cc1
6[16.7 µM]	1.3	C[C@H]1CN([C@@H](C)CO)C(=O)Cc2cc(NC(=O)Nc3ccc(C(F)(F)F)cc3)ccc2O[C@@H]1CN(C)S(=O)(=O)c1ccc(F)cc1
60[16.7 µM]	1.3	C[C@H]1CN([C@@H](C)CO)S(=O)(=O)c2ccc(C#CC3CCCC3)cc2O[C@@H]1CN(C)Cc1cncnc1
1	-0.1	O=C1CC(c2cccc(Cl)c2)CC(O)=C1C=Nc1ccccc1 (configuration not stated)
2[16.7 µM]	-3.4	C[C@@H]1CN([C@@H](C)CO)S(=O)(=O)c2ccc(-c3ccc(F)cc3)cc2O[C@@H]1CN(C)C(=O)C1CC1
4[16.7 µM]	-1.8	C[C@H]1CN([C@@H](C)CO)C(=O)Cc2cc(NS(=O)(=O)c3ccc(F)cc3)ccc2O[C@@H]1CN(C)C(=O)Nc1ccc2c(c1)OCO2
-2[16.7 µM]	0.9	Cc1noc(C)c1NC(=O)Nc1cccc2c1O[C@H](CN(C)C(=O)Nc1ccc(F)cc1)[C@H](C)CN([C@H](C)CO)C2=O
23[16.7 µM]	-0.5	Cc1ccccc1-c1cnc2c(c1)C(=O)N([C@@H](C)CO)C[C@H](C)[C@@H](CN(C)C(=O)CC1CC1)O2
-24[16.7 µM]	0.5	CCCNC(=O)Nc1ccc2c(c1)C(=O)N(C)C[C@H](OC)[C@H](C)CN(Cc1ccncc1)[C@@H](C)CO2
-4	3.2	O=C(O)c1cc(-c2ccccc2)nn1CC1CC(c2cccnc2)=NO1 (configuration not stated)
-5[16.7 µM]	-1.2	CC(C)C#Cc1ccc2c(c1)O[C@@H](CN(C)C(=O)C1CCCCC1)[C@H](C)CN([C@H](C)CO)S2(=O)=O
4[16.7 µM]	0.2	CO[C@H]1CN(C)C(=O)c2ccc(NS(=O)(=O)CC(F)(F)F)cc2OC[C@H](C)N(C(=O)NC(C)C)C[C@H]1C
-1[16.7 µM]	0.6	CO[C@H]1CN(C)C(=O)c2ccc(NC(C)=O)cc2OC[C@@H](C)N(Cc2ccncc2)C[C@H]1C
-2[16.7 µM]	-2.0	C[C@@H]1CN([C@@H](C)CO)C(=O)CCCn2cc(nn2)CO[C@@H]1CN(C)C(=O)Nc1ccc(C(C)(C)C)cc1
8[16.7 µM]	-0.4	C[C@@H]1CN([C@H](C)CO)S(=O)(=O)c2ccc(C#CC(C)(C)O)cc2O[C@@H]1CN(C)C(=O)C1CC1
6[16.7 µM]	2.9	Cc1ccc(S(=O)(=O)Nc2ccc3c(c2)C(=O)N([C@H](C)CO)C[C@H](C)[C@H](CN(C)C(=O)Nc2ccc4c(c2)OCO4)O3)cc1
4[16.7 µM]	-1.7	C[C@@H]1CN([C@H](C)CO)C(=O)c2cc(-c3cccnc3)cnc2O[C@H]1CN(C)C(=O)C1CCCCC1
10[16.7 µM]	-1.1	C[C@@H]1CN([C@H](C)CO)C(=O)c2cc(C#Cc3ccccn3)cnc2O[C@@H]1CN(C)Cc1ccccc1
32[16.7 µM]	0.1	CN1C(=O)c2cc(NC(=O)C3CCCCC3)ccc2OC[C@@H]2O[C@@H](CC(=O)NC3CCCC3)CC[C@@H]21
-5[16.7 µM]	-0.7	CC(C)NC(=O)Nc1ccc2c(c1)C(=O)N([C@H](C)CO)C[C@H](C)[C@@H](CN(C)C(=O)c1ccncc1)OCCCC[C@@H](C)O2
15[16.7 µM]	-4.2	C/C=C/c1cnc2c(c1)C(=O)N([C@H](C)CO)C[C@H](C)[C@H](CN(C)C(=O)C1CC1)O2
11	-0.4	COc1ccc(C2=CC(=O)CCC2)cc1
-6	0.3	COC(=O)C1=C(C(=O)OC)[C@@H]2Nc3ccccc3[C@@]23C[C@@H](C(=O)OC)N=C3N1
-3[16.7 µM]	-1.2	COc1ccc(NC(=O)N(C)C[C@@H]2Oc3ccc(NS(=O)(=O)c4ccc(C)cc4)cc3CC(=O)N([C@@H](C)CO)C[C@H]2C)cc1
-1[16.7 µM]	-2.4	COc1cccc(S(=O)(=O)N(C)C[C@@H]2OCc3cn(nn3)CCCC(=O)N([C@@H](C)CO)C[C@@H]2C)c1
-5[16.7 µM]	1.2	C[C@@H]1CN([C@H](C)CO)C(=O)c2cccc(NS(=O)(=O)c3ccc(Cl)cc3)c2O[C@H]1CN(C)S(=O)(=O)c1cn(C)cn1
-4[16.7 µM]	2.2	C[C@@H]1CCCCO[C@@H](CN(C)C)[C@H](C)CN([C@@H](C)CO)C(=O)c2cc(NC(=O)Nc3ccc(F)cc3)ccc2O1
15[16.7 µM]	-4.5	CCCN(C)C[C@H]1Oc2cc(C3=CCCC3)ccc2S(=O)(=O)N([C@@H](C)CO)C[C@@H]1C
-2	1.7	Cc1ccc(NC(=O)c2nc[nH]c2C(=O)N[C@H](C)c2ccccc2)cc1
26[16.7 µM]	-1.2	CO[C@@H]1CN(C)C(=O)c2cc(NC(=O)C3CCOCC3)ccc2OC[C@H](C)N(C(C)=O)C[C@@H]1C
3[16.7 µM]	1.8	C[C@H](CO)N1C[C@H](C)[C@@H](CN(C)C(=O)C2CC2)Oc2cc(-c3cccnc3)ccc2S1(=O)=O
2[16.7 µM]	-0.8	CCC(=O)N1C[C@@H](C)[C@@H](OC)CN(C)C(=O)c2ccc(NC(=O)C3CCOCC3)cc2OC[C@H]1C
12[16.7 µM]	3.3	CC(C)C#Cc1ccc2c(c1)O[C@@H](CN(C)C(=O)C1CCCCC1)[C@@H](C)CN([C@@H](C)CO)S2(=O)=O
-6[16.7 µM]	-1.5	C[C@@H]1CN([C@H](C)CO)C(=O)Cc2cc(NC(=O)CCCN(C)C)ccc2O[C@@H]1CN(C)S(=O)(=O)c1ccc(F)cc1
3[16.7 µM]	0.5	O=C(O)C[C@@H]1C[C@@H]2c3cc(NC(=O)Nc4ccc(C(F)(F)F)cc4)ccc3O[C@@H]2[C@@H](CO)O1
-8[16.7 µM]	-3.8	CNC[C@@H]1OCCCC[C@@H](C)Oc2ccc(NC(=O)Nc3ccc(F)cc3)cc2C(=O)N([C@H](C)CO)C[C@H]1C
3[16.7 µM]	1.6	C[C@H]1CN([C@@H](C)CO)S(=O)(=O)c2ccc(-c3ccccc3)cc2O[C@H]1CN(C)C(=O)c1ccccc1F
-4[16.7 µM]	-0.7	C[C@H]1CN([C@@H](C)CO)C(=O)Cc2cc(NS(=O)(=O)c3ccc(Cl)cc3)ccc2O[C@H]1CN(C)C(=O)Nc1ccc2c(c1)OCO2
27[16.7 µM]	-1.5	CCCC#Cc1ccc2c(c1)O[C@@H](CN(C)C(=O)C1CCCCC1)[C@H](C)CN([C@@H](C)CO)S2(=O)=O
-4[16.7 µM]	-1.2	OC[C@H]1Nc2ccc(C#Cc3ccccc3)cc2[C@@H]2[C@H]1CCN2Cc1nccs1
9	1.6	CCCCCC(=O)Nc1nc(C)c(-c2csc(Nc3ccc(Cl)cc3)n2)s1
3[16.7 µM]	-2.2	CO[C@@H]1CN(C)C(=O)c2ccc(NC(=O)C3CC3)cc2OC[C@@H](C)N(Cc2cccc(F)c2)C[C@@H]1C
0[16.7 µM]	-5.1	CCC(=O)Nc1ccc2c(c1)C(=O)N(C)[C@@H]1CC[C@@H](CC(=O)Nc3cccc(OC)c3)O[C@@H]1CO2
-7[16.7 µM]	0.5	CC(C)NC(=O)N(C)C[C@H]1Oc2ncc(C#CC3CCCCC3)cc2C(=O)N([C@@H](C)CO)C[C@H]1C
25[16.7 µM]	-1.2	CN(C)CCCNC(=O)C[C@H]1CC[C@@H]2[C@@H](COc3ccc(NC(=O)NC4CCCC4)cc3C(=O)N2C)O1
0[16.7 µM]	5.0	C[C@@H]1CN([C@H](C)CO)C(=O)c2cc(Br)cnc2O[C@@H]1CN(C)C(=O)C1CCC1
9[16.7 µM]	0.1	COc1ccccc1-c1ccc2c(c1)O[C@@H](CN(C)CC1CC1)[C@@H](C)CN([C@@H](C)CO)S2(=O)=O
-1[16.7 µM]	-0.5	CCCC(=O)Nc1ccc2c(c1)C(=O)N(C)C[C@H](OC)[C@@H](C)CN(CC1CCOCC1)[C@H](C)CO2
-7[16.7 µM]	3.8	CCCN1C[C@H](C)[C@@H](OC)CN(C)C(=O)c2cc(NC(=O)COC)ccc2OC[C@H]1C
-3[16.7 µM]	-1.3	Cc1noc(C)c1S(=O)(=O)Nc1ccc2c(c1)C(=O)N([C@@H](C)CO)C[C@H](C)[C@H](CN(C)C(=O)Nc1ccc(F)cc1)O2
2[16.7 µM]	1.7	CO[C@@H]1CN(C)C(=O)c2cc(NC(=O)c3ccc(F)cc3)ccc2OC[C@H](C)N(C(=O)CC2CC2)C[C@H]1C
17	-2.6	CCOC(=O)C[C@H]1c2ccc(C(F)(F)F)cc2S(=O)(=O)N1C1CCCC1
12[16.7 µM]	-1.7	COc1cccc(C(=O)Nc2ccc3c(c2)C(=O)N(C)[C@H]2CC[C@@H](CC(=O)NCc4ccccc4F)O[C@@H]2CO3)c1
84[16.7 µM]	1.8	Cc1cccc(S(=O)(=O)N2CC[C@@H]3[C@@H](CO)Nc4ccc(-c5ccccc5F)cc4[C@@H]32)c1
0[16.7 µM]	1.8	C[C@@H]1CN([C@H](C)CO)C(=O)CCCn2nncc2CO[C@@H]1CN(C)Cc1cccnc1
-8[16.7 µM]	-0.3	COCC(=O)N(C)C[C@H]1Oc2ncc(C#CC(C)(C)O)cc2C(=O)N([C@@H](C)CO)C[C@H]1C

Continued.
miR122 inh	CFTR F508del cor	SMILES
-7[16.7 µM]	0.6	C[C@@H]1CN([C@H](C)CO)C(=O)c2cc(C#Cc3cccc(F)c3)cnc2O[C@@H]1CN(C)C(=O)C1CCOCC1
-9[16.7 µM]	-2.2	C[C@@H]1CN([C@@H](C)CO)C(=O)c2cccc(NC(=O)C3CCCCC3)c2O[C@H]1CN(C)S(=O)(=O)c1ccc(Cl)cc1
-4[16.7 µM]	-0.8	C[C@@H]1CCCCO[C@@H](CN(C)Cc2ccncc2)[C@@H](C)CN([C@H](C)CO)C(=O)c2cc(NS(C)(=O)=O)ccc2O1
2[16.7 µM]	-3.6	CO[C@@H]1CN(C)C(=O)c2cc(NS(C)(=O)=O)ccc2OC[C@@H](C)N(Cc2cccnc2)C[C@@H]1C
0	3.3	C=CCOC(=O)C1=C[C@H](c2csc3ccccc23)C[C@H](OCc2ccc(CO)cc2)O1
18[16.7 µM]	-0.4	C[C@H](CO)N1C[C@H](C)[C@@H](CN(C)C(=O)C2CC2)Oc2ncc(/C=C/c3ccccc3)cc2C1=O
-8[16.7 µM]	-2.1	O=C(c1ccccc1F)N1CC[C@@H]2[C@H]1c1cc(C#Cc3ccccc3)ccc1N[C@@H]2CO
11[16.7 µM]	1.8	CCCC(=O)Nc1ccc2c(c1)C(=O)N(C)C[C@@H](OC)[C@H](C)CN(C(=O)CC)[C@H](C)CO2
-9[16.7 µM]	0.5	CO[C@H]1CN(C)C(=O)c2cc(NS(=O)(=O)c3cn(C)cn3)ccc2OC[C@@H](C)N(C)C[C@@H]1C
36[16.7 µM]	1.8	CCCC#Cc1cnc2c(c1)C(=O)N([C@H](C)CO)C[C@H](C)[C@H](CN(C)C(=O)C1CCCCC1)O2

A portion of the library; count on the stated rates, not on these rows.
